Tn6 DDE FP – DD(E)-Tn6 binding inhibition, primary FP screen. P02675. Fibrin DD(E) TRITC-Tn6 fluorescence polarization displacement. inhibition, % at 8.3 µM. 370,000 tested, 0.21% active;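 active means inhibition above a per-campaign cutoff: mean of compounds within control limits plus 3 SD, cut at about 15% in these data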;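 further: 0% = median of all compound wells on the plate and 100% = blocking peptide control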
Target sequence (P02675 whole entry, looked up): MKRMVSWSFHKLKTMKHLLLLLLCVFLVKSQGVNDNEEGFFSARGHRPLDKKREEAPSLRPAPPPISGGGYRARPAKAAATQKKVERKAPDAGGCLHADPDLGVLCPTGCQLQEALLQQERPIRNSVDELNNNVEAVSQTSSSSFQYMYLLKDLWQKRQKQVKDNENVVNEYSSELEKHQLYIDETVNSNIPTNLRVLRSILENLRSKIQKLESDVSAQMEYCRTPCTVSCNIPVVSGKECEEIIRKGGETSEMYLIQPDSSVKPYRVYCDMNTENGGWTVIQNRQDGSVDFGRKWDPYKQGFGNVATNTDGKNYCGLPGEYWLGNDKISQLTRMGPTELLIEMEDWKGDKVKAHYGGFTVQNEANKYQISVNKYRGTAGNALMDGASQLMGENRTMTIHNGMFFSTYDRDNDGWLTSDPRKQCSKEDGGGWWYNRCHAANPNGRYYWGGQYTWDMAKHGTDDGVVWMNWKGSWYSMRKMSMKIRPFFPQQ
GC-A act – GC-A (human) enzyme activation. P16066. AID 1671463. HEK293 GC-A cells, cGMP TR-FRET, EC30 ANP; 0% at EC30 ANP, 100% saturating ANP. 370,000 tested, 0.14% active. activation, % at 10 µM; in the data active means activation above about 40%
GC-B act – GC-B (human) receptor activation; P20594; HEK293-GC-B cells, CNP EC30, cGMP TR-FRET; 0% at EC30 CNP, 100% saturating CNP; activation, % at 10 µM; 370,000 tested, 0.11% active; AID 1920062;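 active means activation at 10 µM reaching about 35% in either raw or pattern-adjusted values, limit read from the data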
KLK7 zymogen act – proKLK7 (human) activation, primary screen | purified proKLK7, EDANS-DABCYL substrate fluorescence; 100% is mature enzyme control, 0% vehicle | activation, % at 7 µM | 370,000 tested, 0.9% active | AID 652039;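 active means activation above the mean of all tested compounds plus 3 SD, computed per campaign excluding outliers beyond control limits, cut at about 13% in these data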
HGIII-sPLA2 inh – Inhibits HGIII-sPLA2 liposome hydrolysis, primary screen | Q9NZ20 | inhibition, % at 12.2 µM | QFRET BODIPY PC-A2 liposome hydrolysis, fluorescence | 370,000 tested, 0.56% active | AID 743126;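 active means inhibition above mean plus 3 SD of compounds lying within the high and low control bounds, cut at about 19% in these data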;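 further: 0% = median of test compound wells and 100% = no enzyme DMSO wells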
ADAM10 inh – ADAM10 inhibition, QFRET primary screen; O14672; recombinant ADAM10, EDANS/DABCYL FRET peptide cleavage, 3 h; inhibition, % at 7 µM; 370,000 tested, 0.62% active;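 active means inhibition above a per-campaign cutoff equal to the mean of compounds falling between control-based bounds plus 3 SD, cut at about 20% in these data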;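 further: 0% = DMSO wells while the 100% control is not disclosed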
FXN GAA850 act – activators of GAA850 frataxin (FXN) promoter | activation, % at 6 µM | HEK293 lucGAA850 FXN promoter luciferase reporter, 24 h; percent of 10 µM SAHA response | AID 540364 | 360,000 tested, 0.56% active;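 active means activation above the average of all compounds screened plus 3 SD, cutoff fixed separately per campaign, cut at about 7.5% in these data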;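 further: 0% = DMSO wells and 100% = 10 µM SAHA wells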
rCAG RNA binder – binds r(CAG) RNA repeats. r(CAG) RNA repeat, TO-PRO-1 dye displacement fluorescence. inhibition, % at 3 µM. 370,000 tested, 1.3% active;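 active means inhibition above the plate cutoff, the mean of all test compounds on that plate plus 3 SD, cut at about 35% in these data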;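 further: 0% = DMSO alone and 100% = 100 µM mitoxantrone as full dye displacement; higher means more dye released from RNA so lower well fluorescence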
ASAP1 inh – blocks human ASAP1-stimulated Arf1 GTP hydrolysis | Q9ULH1 | GDP FP detection | inhibition, % at 16.5 µM | 360,000 tested, 0.19% active; in the data active means inhibition above about 25%;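 further: 0% = vehicle with enzyme and substrate and 100% = no enzyme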
Target sequence (Q9ULH1 325-724 limits assumed): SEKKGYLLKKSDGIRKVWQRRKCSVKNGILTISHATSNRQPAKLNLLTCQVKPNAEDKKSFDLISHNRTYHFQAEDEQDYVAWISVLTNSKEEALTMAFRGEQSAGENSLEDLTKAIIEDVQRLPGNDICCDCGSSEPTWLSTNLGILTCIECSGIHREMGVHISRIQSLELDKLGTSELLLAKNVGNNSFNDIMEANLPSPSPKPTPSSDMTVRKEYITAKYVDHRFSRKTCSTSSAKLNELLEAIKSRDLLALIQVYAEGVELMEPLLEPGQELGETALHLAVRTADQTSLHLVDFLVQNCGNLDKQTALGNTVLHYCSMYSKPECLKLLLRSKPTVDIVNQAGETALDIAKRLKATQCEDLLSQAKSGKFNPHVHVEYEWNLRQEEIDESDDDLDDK
ARFGAP1 inhibitor – rat ARFGAP1 inhibition; Q62848; 360,000 tested, 0.26% active; Arfgap1-stimulated ARF1 GTP hydrolysis, GDP FP detection; inhibition, % at 16.5 µM;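 active means inhibition above a per-plate limit, mean inhibition of low control wells plus 3 SD, cut at about 25% in these data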;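 further: 0% = DMSO wells with enzyme and 100% = wells lacking Arfgap1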
Target sequence (Q62848 1-136 limits assumed): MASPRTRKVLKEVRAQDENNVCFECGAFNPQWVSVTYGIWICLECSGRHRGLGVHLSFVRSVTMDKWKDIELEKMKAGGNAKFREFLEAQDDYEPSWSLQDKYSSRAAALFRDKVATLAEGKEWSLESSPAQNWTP
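Material: rat Arfgap1 catalytic domain, aa 1-136; also added: human ARF1(Δ1-17)-GTP substrate; compound dosing: one concentration, 16.5 µM, DMSO 1.26%; incubation: GTP hydrolysis reaction 2 h at 25 °C; measured by: Tracer-displacement fluorescence polarization with EDTA stop, 620/688 nm; evaluation: % inhibition from polarization; repeats: one replicate per compound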
Starred values were filed as active, the others as inactive; x = no result given.

structure	ADAM10 inh	GC-B act	Tn6 DDE FP	ASAP1 inh	ARFGAP1 inhibitor	rCAG RNA binder	HGIII-sPLA2 inh	FXN GAA850 act	KLK7 zymogen act	GC-A act
CCN(CC)S(=O)(=O)c1cccc(-c2nnc(SCC(=O)N3CCC(C(=O)O)CC3)n2N)c1	-4	0	8	-9	6	-7	1	0.3	0.2	0
COc1ccc(-n2c(NN)nc3sc4c(c3c2=O)CCCC4)cc1	-13	1	1	-5	14	14	-1	1.6	-0.3	4
O=C(NC1CCCCC1)c1cc2cc(Br)ccc2o1	4	-7	3	-7	-2	-3	-2	4.2	0.8	-2
COc1ccc(N2CCN(CCNS(=O)(=O)c3ccc(Cl)s3)CC2)cc1	0	-5	-3	x	x	0	0	x	-0.4	1
CCN(CC)c1ccc(N=Cc2c(C)[nH]c3ccccc23)cc1	9	1	-2	-10	-20	4	6	1.4	-0.5	-6
Cc1ccc(-c2csc3ncnc(-n4nnc5ccccc54)c23)cc1C	-9	-2	0	4	-1	-2	-2	0.4	-0.6	-3
COc1ccc2c(c1)CCN=C2Cc1ccc(OC)c(OC)c1	-455	-6	3	-1	10	1	-32	1.7	-7.5	-16
COCCNC(=S)NNC(=O)CSCc1ccc(Cl)cc1Cl	1	-1	2	-14	13	0	17	0.1	1.0	1
CCOC(=O)C1C(=O)C=C(c2cccc(NS(C)(=O)=O)c2)CC1c1ccco1 (stereo not given)	-4	0	3	-3	1	13	-24	0.3	0.5	-5
O=C(/C=C/c1ccc(F)cc1)NC(=S)NNC(=O)c1cccnc1	23*	-4	7	-7	-7	5	11	2.3	-0.8	0
CCOC(=O)N1CCC(NC(=O)C2CCCN(C(=O)c3cc4sccc4n3C)C2)CC1 (stereo not given)	1	3	-12	-5	1	-2	2	-0.5	-0.1	2
COc1ccc(S(=O)(=O)N2CCOC23CCN(S(=O)(=O)c2cc(F)ccc2F)CC3)cc1	11	6	1	5	-1	2	-11	-0.1	-0.5	5
Cc1cc(C(=O)N/N=C2\CCCC(=O)C2)c2ccccc2n1	-15	-2	6	-5	-4	-8	-71	-4.0	-0.3	3
COc1cc(NC(=O)c2cccc(C)c2)c(OC)cc1NC(=O)CN1CCCCC1	5	4	3	0	0	-6	0	2.8	-2.3	0
COc1cc(NC(=O)c2ccc(OCc3c(C)noc3C)c(OC)c2)cc(OC)c1	14	4	3	-3	-3	2	-21	-0.6	0.1	0
COc1ccc(NC(=O)CSc2nnc(C3CCCCC3)n2-c2ccccc2)cc1	2	4	-3	2	4	-1	0	-2.3	-0.3	-1
COc1ccc(-n2c(C)cc(C(=O)COC(=O)Cn3cnc4ccccc43)c2C)cc1	5	-3	0	5	2	-3	-12	-0.5	0.4	0
O=C(NCCCN1CCCC1=O)Nc1ccc(Cl)cc1Cl	8	3	11	-4	-3	-1	4	2.8	-0.4	2
CC(C)[C@@H]1NC(=O)c2cc([N+](=O)[O-])cc(I)c2NCCC[C@@H](C(N)=O)NC(=O)[C@H](CO)NC1=O	7	1	-7	13	-2	16	-2	x	0.2	2
O=S1(=O)CC(N2CCN(c3ccccn3)CC2)CN1C1CCCCC1 (stereo not given)	-16	-3	1	8	0	2	18	x	0.1	2
O=C(O)C1=C[C@@H](c2ccc(C(F)(F)F)cc2)C[C@@H](OCCCCO)O1	-3	0	0	-4	-9	6	-2	1.4	0.4	5
CCCC1CCC2(CCCN2CCOC(=O)Nc2cccc(Cl)c2)CC1 (stereo not given)	2	-8	-5	x	x	x	-15	x	x	-3
N=C1/C(=C\c2ccc(-c3cc(Cl)cc(Cl)c3)o2)C(=O)N=C2SC=C(c3ccccc3)N12	2	1	6	9	1	37*	0	-2.2	0.9	-2
Cc1ccc2nc(Nc3ccccc3)c(C=O)c(=O)n2c1	-2	0	3	-9	-5	-1	3	0.6	0.3	5
CCOC(=O)c1c(C=O)c2sc(C)cc2n1C	-136	0	10	3	14	4	2	3.5	12	2
Cc1cc(C)cc(N=c2c([N+](=O)[O-])nn(-c3ccc4c(c3)OCCO4)n2O)c1	-3	-3	-2	1	-8	2	0	-1.1	0.1	0
COc1ccc(S(=O)(=O)N2CCN(c3ccc4nnc(-c5ccc(F)cc5)n4n3)CC2)cc1	-5	-6	-2	3	-8	5	2	2.2	-0.3	-3
COc1ccc(NC(=O)CC2C(=O)N(c3ccc(OC)cc3)C(=S)N2NC(=O)c2cccc(F)c2)cc1 (stereo not given)	11	5	-7	-3	2	11	-68	-1.8	0.9	0
CCOc1cc2c(C#N)c(N3CCCCC3)nc(N)c2c(N)n1	-98	6	-1	9	-9	28	2	1.5	-6.4	14
O=S1c2ccccc2Sc2ccccc21	-3	1	1	3	-7	0	6	-0.8	-0.3	-1
CN(c1cccnc1)c1ncnc2[nH]ncc12	-7	6	-1	1	8	2	0	2.4	-0.2	5
OC[C@H]1O[C@@H]2O[C@H]3[C@H](O)[C@@H](O)[C@@H](O[C@H]4[C@H](O)[C@@H](O)[C@@H](O[C@H]5[C@H](O)[C@@H](O)[C@@H](O[C@H]6[C@H](O)[C@@H](O)[C@@H](O[C@H]7[C@H](O)[C@@H](O)[C@@H](O[C@H]1[C@H](O)[C@H]2O)O[C@@H]7CO)O[C@@H]6CO)O[C@@H]5CO)O[C@@H]4CO)O[C@@H]3CO	7	-4	-2	-12	5	2	5	x	0.0	-1
COc1ccc(CCNc2c(C)c(C)nc3ncnn23)cc1	3	-4	4	-1	4	-3	-3	-7.2	0.9	3
Cn1cncc1C(=O)c1ccccc1	7	8	1	0	-3	-1	4	-0.3	0.7	3
CC1=C(C(=O)Nc2ccccc2C(=O)NC2CCC(C)CC2)SCCO1 (stereo not given)	-6	0	-2	11	13	-4	6	1.8	-0.3	5
CCN1C(=O)/C(=C\C=C\c2ccccc2[N+](=O)[O-])SC1=S	-4	2	3	6	1	3	-2	2.6	-0.2	7
Cc1ccn2cc(C(=O)NC3CCN(Cc4ccccc4)CC3)nc2c1	-8	-1	-7	13	16	-7	0	0.5	-0.2	-2
CC1CCCN(C(=O)COC(=O)C2CCN(S(=O)(=O)c3ccc(Cl)c(C(F)(F)F)c3)CC2)C1 (stereo not given)	-9	3	1	-1	3	-3	5	1.2	0.0	6
COC(=O)c1cc(Cl)nc2ccccc12	-7	0	5	1	-9	1	1	2.3	0.1	3
COc1ccc(C(=O)NNS(=O)(=O)c2ccc(C)cc2)cc1	5	2	0	-4	-8	2	-10	0.7	0.7	-1
CC1(C)Cc2c(sc(N)c2C#N)C(C)(C)N1	1	-6	-1	13	-4	-3	0	-0.6	0.3	3
COc1ccc(-c2noc(CCCC(=O)Nc3cccnc3)n2)cc1OC	3	1	4	-1	0	-5	3	-1.1	0.1	-4
COc1ccc(C2NC(=O)NC(C)=C2C(=O)Nc2cc(C)ccc2C)cc1OC (stereo not given)	-1	4	8	-9	5	-1	5	-1.5	0.1	-2
CC(C)CCNC(=O)C(c1ccc(O)cc1)N(Cc1cccs1)C(=O)C1COc2ccccc2O1 (stereo not given)	22*	-4	-5	0	1	7	-30	-1.1	0.0	-13
Cc1cccnc1NC(=O)c1cccc(S(=O)(=O)N2CCCC2)c1	0	3	-2	-3	-4	0	0	1.7	0.1	1
COc1cc(C(=O)N2CCN(C3CCC(C)CC3)CC2)cc(OC)c1OC (stereo not given)	6	3	3	-8	12	-9	6	-0.1	0.3	-1
Cc1ccc(NC(=S)NCCN(C2CCCCC2)C2CCCC2)cc1C	-3	-4	1	-4	2	-1	9	-4.0	0.3	-6
COC(=O)CCc1sc(Nc2ccc(Br)cc2)nc1-c1ccc(OC)cc1	18	-3	1	-12	8	10	6	2.7	-0.4	-4
CN(C)c1ccc(NC(=O)COC(=O)c2ccc3c(c2)OCO3)cc1	-4	-2	2	-6	1	3	12	-0.4	0.3	-6
CCCc1cc(=O)oc2c(C)c(OCC(=O)NCCCn3ccnc3)ccc12	-72	-3	-5	-5	-7	-7	-8	-0.1	-0.2	4
COc1ccc(C(=O)N2CC3(C)C4CCC3(C)C2(C#N)C4)cc1OC (stereo not given)	-7	1	-2	8	-3	-7	0	1.6	-0.6	2
CCN(CC)C(=O)CC[C@H]1CC[C@]2(CCCN(Cc3nccn3C)C2)O1	-1	-6	-2	x	x	0	1	x	0.1	2
CC(=O)N1c2ccc(S(=O)(=O)N3CCC(C(=O)N4CCN(c5cccc(C(F)(F)F)c5)CC4)CC3)cc2CC1C (stereo not given)	-5	3	0	-15	-1	2	-12	-2.4	0.5	-1
FC(F)(F)c1ccc(Cl)c(Nc2nnc(-c3ccncc3)s2)c1	-4	-5	-2	-12	9	2	-1	0.6	-1.1	-7
CSCCC(NC(=O)c1ccco1)C(=O)NNC(=O)c1n[nH]c(=O)c2ccccc12 (stereo not given)	-7	2	3	-5	7	1	-1	-1.0	-0.2	2
Cc1ccc2c(c1)NCCO2	7	-2	-2	-17	9	-1	8	0.7	0.1	-3
Cc1csc2nc(COC(=O)c3ccc(Cl)c([N+](=O)[O-])c3)cc(=O)n12	-15	25	2	-6	-12	-1	8	1.7	0.1	20
CN(C(=O)Nc1ccccc1)C1CCCCC1	9	-4	-1	13	9	0	-2	0.6	0.2	5
CCOC(=O)C1(CCc2ccccc2)CCN(Cc2ccccn2)CC1	-1	-1	0	2	9	-8	-1	1.5	-0.2	-2
Cc1ccc(-n2nc3c(c2NC(=O)c2ccccc2Br)CS(=O)C3)cc1 (stereo not given)	-6	-16	-4	-8	2	2	-4	0.1	0.5	15

The results go on.
structure	ADAM10 inh	GC-B act	Tn6 DDE FP	ASAP1 inh	ARFGAP1 inhibitor	rCAG RNA binder	HGIII-sPLA2 inh	FXN GAA850 act	KLK7 zymogen act	GC-A act
CCCCOc1c(Cl)cc(CNC(C)(C)CO)cc1OCC	6	-8	1	-1	5	-2	-10	-0.6	0.1	2
O=C(O)Cn1c(=O)c2c3c(sc2n(Cc2ccc(Cl)cc2Cl)c1=O)CCCC3	-1	5	3	-14	-18	44*	-15	1.4	0.1	0
COc1cccc(NC(=O)Cc2c(O)c3ccccc3[nH]c2=O)c1	-21	-5	-6	-6	2	2	-1	4.1	0.0	-1
CCOc1cccc2cc(C(N)=O)c(=N)oc12	-11	-6	-11	-9	-4	1	13	-0.1	-4.1	8
Cc1ccc(C(=O)Nc2cccc(NC(=O)c3cccs3)c2)c(C)c1	11	8	-8	-8	7	5	-14	0.3	0.3	7
COc1ccc(C2CC(c3cccs3)=NN2C(=O)c2ccc(Br)o2)cc1 (stereo not given)	-5	1	6	6	12	1	11	1.7	0.2	4
O=C(OCc1cn(Cc2ccc(C(F)(F)F)cc2)nn1)N1CCOCC1	-24	3	-7	x	x	3	19	x	0.1	2

Screening results from PubChem BioAssay.
